# Assay outcomes: PubChem, several laboratories
# CIT2-GFP yeast – yeast TOR pathway CIT2-GFP modulation | AID 2029 | GFP response vs DMSO, % at 10 µM | 320,000 tested, 0.065% active | S. cerevisiae CIT2-GFP strain, flow cytometry, 3 h; 100 means same as DMSO wells;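 active = GFP response relative to DMSO above a set limit, near the screen mean plus 3 SD, cut at about 150% in these data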;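 also: ratio of well median GFP fluorescence to mean of DMSO wells on the plate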
# AGP1 TOR yeast – alters AGP1-GFP fluorescence in TOR pathway yeast screen. S. cerevisiae AGP1-GFP multiplex flow cytometry, 3 h; GFP as percent of DMSO wells. GFP response vs DMSO, % at 10 µM. 320,000 tested, 0.02% active. AID 2066;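 active = GFP response relative to DMSO above a set limit, near screen average plus 3 SD, cut at about 150% in these data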;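 also: median GFP channel fluorescence of the gated AGP1 strain per well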
# proCasp3 act – procaspase-3 (human) activation; activation, % at 8.5 µM; P42574; 330,000 tested, 0.11% active; AID 463141; recombinant procaspase-3 D3A, Ac-DEVD-pNA absorbance 405 nm;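 active = activation above the mean of all tested compounds plus 3 SD, cut at about 21% in these data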;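 also: 0% = DMSO alone and 100% = DMSO wells spiked with extra 5 µM PC-3 D3A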
#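 Compound: 8.5 µM single point, 0.8% DMSO / Material: Autoprocessing-dead procaspase-3 D3A mutant enzyme / Timing: 1 h preincubation plus 2 h reaction at 25 °C / Medium: Zinc-free HEPES/NaCl buffer with 0.01% Triton X-100 at pH 7.4 / Technique: 405 nm absorbance of p-nitroaniline, reads at 0 and 120 min / Repeats: one well per compound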
# proCasp7 act – activates human procaspase-7, counter-screen for procaspase-3 activators | P55210 | recombinant procaspase-7, Ac-DEVD-pNA absorbance 405 nm; D23A/D198A/D206A triple mutant, cannot self-cleave; scale: DMSO 0, 5 µM enzyme 100 | activation, % at 8.5 µM | 330,000 tested, 0.093% active;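 active = percent activation above the screen-wide mean plus 3 SD, cut at about 25% in these data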
#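 Assay system: Uncleavable procaspase-7 mutant enzyme / Input: 2 µM procaspase-7 mutant as dispensed / Dosing: single nominal 8.5 µM compound dose, 0.8% DMSO final / Timing: 1 h enzyme–compound preincubation and 2 h substrate reaction, both 25 °C / Detection: p-Nitroaniline absorbance at 405 nm, read at 0 and 120 min / Replication: singlicate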
# LAP4-GFP MLPCN – yeast TOR pathway LAP4-GFP modulation; GFP response vs DMSO, % at 10 µM; S. cerevisiae LAP4-GFP multiplex, flow cytometry GFP, 3 h; median GFP as percent of DMSO wells; AID 2023; 320,000 tested, 0.34% active;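 active = GFP response vs DMSO above a set limit, about the screen mean plus 3 SD, cut at about 150% in these data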
# MEP2 TOR yeast – yeast TOR pathway MEP2-GFP modulation | S. cerevisiae MEP2-GFP strain, flow cytometry GFP, 3 h; 100% = DMSO control level | GFP response vs DMSO, % at 10 µM | 330,000 tested, 0.51% active;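 active = GFP response versus DMSO above a set limit, roughly screen mean plus 3 SD, cut at about 180% in these data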;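 also: median GFP fluorescence of the barcode-gated MEP2-GFP cells per well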
# AHR act – activates the human aryl hydrocarbon receptor | activation, % at 5 µM | AHR-responsive luciferase reporter cells, luminescence | P35869 | 320,000 tested, 2.5% active; in the data active = activation above about 47%;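 also: 0% = vehicle wells and 100% = reference agonist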
# Target sequence (P35869 whole entry, looked up): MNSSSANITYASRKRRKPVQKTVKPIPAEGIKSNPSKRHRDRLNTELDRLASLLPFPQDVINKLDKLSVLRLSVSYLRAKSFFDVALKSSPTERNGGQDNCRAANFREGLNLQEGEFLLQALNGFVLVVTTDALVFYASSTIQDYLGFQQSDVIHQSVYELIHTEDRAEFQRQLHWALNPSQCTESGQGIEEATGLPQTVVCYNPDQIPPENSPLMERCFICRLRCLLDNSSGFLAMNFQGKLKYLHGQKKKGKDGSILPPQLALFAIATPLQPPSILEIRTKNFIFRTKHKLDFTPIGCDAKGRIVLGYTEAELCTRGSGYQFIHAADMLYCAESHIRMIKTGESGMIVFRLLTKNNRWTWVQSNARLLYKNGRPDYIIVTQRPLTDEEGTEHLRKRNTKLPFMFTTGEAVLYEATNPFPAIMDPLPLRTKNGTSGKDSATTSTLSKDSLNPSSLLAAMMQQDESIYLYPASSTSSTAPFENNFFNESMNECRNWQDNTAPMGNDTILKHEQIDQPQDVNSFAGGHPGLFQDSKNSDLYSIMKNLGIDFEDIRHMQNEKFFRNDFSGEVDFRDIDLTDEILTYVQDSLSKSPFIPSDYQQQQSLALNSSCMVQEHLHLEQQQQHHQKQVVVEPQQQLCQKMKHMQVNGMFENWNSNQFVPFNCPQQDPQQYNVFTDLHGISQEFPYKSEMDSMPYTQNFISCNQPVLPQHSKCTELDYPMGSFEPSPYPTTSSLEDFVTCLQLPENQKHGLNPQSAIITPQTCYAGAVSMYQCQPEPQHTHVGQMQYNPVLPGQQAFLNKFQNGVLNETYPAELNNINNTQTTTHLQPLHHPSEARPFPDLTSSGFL
# RPL19A TOR yeast – modulators of TOR pathway RPL19A-GFP in S. cerevisiae | S. cerevisiae RPL19A-GFP strain, flow cytometry, 3 h; stronger effect = lower value | percent response vs DMSO, % at 10 µM | 330,000 tested, 0.3% active;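 active = percent response vs DMSO below 50%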;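 also: median channel GFP fluorescence of the barcoded RPL19A-GFP strain; ratio of sample median GFP to plate DMSO average so 100% = DMSO; lower means less RPL19A-GFP as with rapamycin TOR inhibition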
# Active calls of the source: *; . = not tested or not shown.
SMILES,CIT2-GFP yeast,AGP1 TOR yeast,proCasp3 act,proCasp7 act,LAP4-GFP MLPCN,MEP2 TOR yeast,AHR act,RPL19A TOR yeast
CCc1cccc(C)c1NC(=O)CN(C)Cc1cccc(F)c1,92,114,1,1,86,90,2,116
Cc1cc(-n2c(C)c3c(C)nnc(C)c3c2C)ccc1N,101,100,-4,4,104,91,-1,95
COc1cccc(-c2nc(CCl)cs2)c1,110,94,-11,1,103,99,1,102
Cc1ccc(C2C=NN(c3ccccc3)C2=O)cc1 (configuration not stated),98,97,-2,8,85,92,7,102
O=Cc1ccc(OCc2nnc(-c3ccccc3Br)o2)cc1,87,92,3,14,94,97,0,97
Cc1cc(C)c(NC(=O)c2ccoc2C)c(C)c1,88,93,3,17,.,94,5,95
Cc1ccc(NCN2C(=O)C3CC=CCC3C2=O)cc1 (configuration not stated),93,97,7,-16,96,111,24,90
CCN(CC)CCCN(Cc1cc2cc3c(cc2[nH]c1=O)OCO3)C(=S)NCCCOC,104,101,9,0,86,103,3,105
O=C(NCc1ccco1)c1noc2c1CCCC2,103,98,5,6,105,96,0,98
CCOc1ccccc1NC(=O)NC1CCCc2ccccc21 (configuration not stated),95,90,-1,-1,73,100,13,108
c1ccc(COC2CCCN(Cc3nc(-c4cccs4)no3)C2)nc1 (configuration not stated),100,100,1,1,97,102,6,110
CCOC(=O)c1cccc(NC(=O)CSc2nnc(COc3ccccc3)n2CC)c1,95,100,-6,-8,103,107,-3,102
COc1ccc(-c2cc3nc(C)c(CCC(=O)NCc4ccco4)c(C)n3n2)c(OC)c1,103,107,-6,2,104,105,6,97
COc1ccc(S(=O)(=O)Oc2ccc3cccc(N)c3c2)cc1,91,103,-14,-21,122,97,-3,97
C=CC(COCc1ccccc1)N(C(=O)OC(C)(C)C)S(=O)(=O)c1ccccc1Br (configuration not stated),100,94,-4,16,137,100,0,103
O=C(c1ccoc1)N1CCC2(CC1)Oc1ccc(Cl)cc1C(=O)C21CC(c2ccc(Cl)cc2)=NO1 (configuration not stated),67,77,3,-18,109,86,8,94
CC(C)N(C(=O)C1CC(=O)OC12CCCCC2)C(C)C (configuration not stated),103,105,-7,5,115,104,0,107
COc1ccc(/C=C/C(=O)c2ccc([N+](=O)[O-])o2)cc1,88,88,-2,-11,128,91,4,104
Cc1ccccc1-n1c(SCC(=O)NCc2cccs2)nc2ccccc2c1=O,107,101,-1,-1,97,105,-3,103
O=C(COC(=O)C1CC(=O)N(c2ccccc2)C1)c1ccccc1 (configuration not stated),104,107,4,-4,105,106,0,102
Cc1nc(SCC(=O)N(CC(C)C)C2CCS(=O)(=O)C2)c2ccccc2n1 (configuration not stated),99,87,-3,8,99,101,15,96
O=C(NCc1ccccn1)c1cc(S(=O)(=O)N2CCCCCC2)ccc1Cl,103,103,4,13,102,105,-2,101
COc1ccc(OC)c(CN(CCN2CCOCC2)C(=O)Nc2cccc(Cl)c2)c1,94,93,1,8,96,87,10,101
O=C(NCc1cccs1)NC1CCCCC1,87,98,-3,10,95,90,9,100
COc1ccc(C(CNC(=O)c2cc3ccccc3o2)N2CCCC2)cc1 (configuration not stated),98,101,-3,-3,104,99,5,101

# 2 of these compounds in another layout:
SMILES | CIT2-GFP yeast | AGP1 TOR yeast | proCasp3 act | proCasp7 act | LAP4-GFP MLPCN | MEP2 TOR yeast | AHR act | RPL19A TOR yeast
Cc1cc(-n2c(C)c3c(C)nnc(C)c3c2C)ccc1N | 101 | 100 | -4 | 4 | 104 | 91 | -1 | 95
COc1cccc(-c2nc(CCl)cs2)c1 | 110 | 94 | -11 | 1 | 103 | 99 | 1 | 102

# (continued)
SMILES,CIT2-GFP yeast,AGP1 TOR yeast,proCasp3 act,proCasp7 act,LAP4-GFP MLPCN,MEP2 TOR yeast,AHR act,RPL19A TOR yeast
CN(C)S(=O)(=O)Nc1cc(F)cc(F)c1,96,98,-1,10,98,102,-1,98
COc1ccc(F)cc1S(=O)(=O)N1CCN(C(=O)c2ccco2)CC1,101,103,-4,0,97,104,-4,102
CCC(C)N(C(=O)c1csnn1)C(C(=O)NC(C)(C)C)c1ccccc1 (configuration not stated),98,92,-8,7,85,89,2,96
CCOC(=O)c1cnc(SC)nc1Oc1cccc(NC(=O)c2ccc(C)cc2)c1,88,90,-4,-4,90,91,0,91
COC(=O)Cn1nc(-c2ccccc2)c2ccccc2c1=O,100,97,8,1,95,104,-1,94
Cc1ccc(C)c(NC(=O)C2CC(Cl)=CCC2C(=O)O)c1 (configuration not stated),98,103,-5,1,101,104,5,95
CSc1ccc(C(=O)C2CCCN(S(=O)(=O)c3c(C)noc3C)C2)cc1 (configuration not stated),108,109,7,1,113,108,0,111
C#CCOCCOCCOCCNc1nc(N2CCN(C(=O)Cn3cc(CCCCN)nn3)CC2)nc(N2CCN(C(=O)[C@H]([C@@H](C)CC)n3cc(CCCCN)nn3)CC2)n1,107,111,-2,7,102,108,1,110
Cc1ccc(C2=NS(=O)(=O)N(C)C(C(=O)N3CCOCC3)=C2)cc1,104,102,4,4,104,104,-3,99
CCNC(=O)NC(=O)C(C)SCc1ccccc1C (configuration not stated),104,105,8,-7,103,99,1,96
CC(C)(C#CCN1CCCC1)OCCC#N,95,94,3,-3,92,97,1,90
O=C(CCc1nc2ccccc2c(=O)[nH]1)OCc1cccc(C(F)(F)F)c1,89,119,-2,1,104,101,0,101
CNC(=O)/C(C#N)=C\c1cc(C)n(-c2ccc(N3CCOCC3)cc2)c1C,100,100,4,-14,97,96,-4,101
COc1cccc(/C=C/C(=O)OCC(=O)NCC2CCCO2)c1OC (configuration not stated),105,100,4,14,94,109,1,108
Cc1c(NC(=O)C(C)OC(=O)c2cc(Cl)nc(Cl)c2)c(=O)n(-c2ccccc2)n1C (configuration not stated),107,104,3,0,101,133,-3,105
COc1cccc(N2CC(C(=O)Nc3nnc(SCCC4OCCO4)s3)CC2=O)c1 (configuration not stated),95,96,4,-7,90,86,-2,92
COc1cccc(C(=O)NC2CCNCC2)c1,98,96,-4,5,100,110,2,95
COc1ccc(C(=O)NCc2nnc(SCC(=O)N3CCCC3)o2)cc1OC,95,101,-3,2,97,103,-1,96
Cc1ccc(Sc2cc(C(F)(F)F)nc(N(C)C)n2)cc1,104,98,-7,3,93,106,-1,103
CC1CCc2sc3nc(N4CCN(CCO)CC4)n4ncnc4c3c2C1 (configuration not stated),87,90,-8,3,89,93,62*,92
COC(=O)C1C(=O)NCC1c1ccc(C)cc1 (configuration not stated),94,93,2,15,100,101,-1,96
Cc1nc2ccccn2c1-c1ccnc(SCc2ccc(Cl)cc2)n1,96,90,5,1,99,101,8,97
COCCN(C(=O)CSc1nnc(-c2cccc(F)c2)n1N)c1c(N)n(CC(C)C)c(=O)[nH]c1=O,98,101,2,7,108,106,1,95
CCC(=O)Nc1ccc2nc(C)n(Cc3ccccc3Cl)c(=O)c2c1,101,103,3,-8,100,96,5,97
C/C(=N/NS(=O)(=O)c1ccc(C)c(C)c1)c1c[nH]c2ccccc12,82,93,.,.,81,107,.,120

# One compound at a time, from the list above.
# Record of COC(=O)Cn1nc(-c2ccccc2)c2ccccc2c1=O : CIT2-GFP yeast: 100; AGP1 TOR yeast: 97; proCasp3 act: 8; proCasp7 act: 1; LAP4-GFP MLPCN: 95; MEP2 TOR yeast: 104; AHR act: -1; RPL19A TOR yeast: 94
# Record of COc1ccc(F)cc1S(=O)(=O)N1CCN(C(=O)c2ccco2)CC1 : CIT2-GFP yeast: 101; AGP1 TOR yeast: 103; proCasp3 act: -4; proCasp7 act: 0; LAP4-GFP MLPCN: 97; MEP2 TOR yeast: 104; AHR act: -4; RPL19A TOR yeast: 102

# Arranged by the number under CIT2-GFP yeast (falling): some entries from above.
Compound	CIT2-GFP yeast	AGP1 TOR yeast	proCasp3 act	LAP4-GFP MLPCN	MEP2 TOR yeast	AHR act	RPL19A TOR yeast
C#CCOCCOCCOCCNc1nc(N2CCN(C(=O)Cn3cc(CCCCN)nn3)CC2)nc(N2CCN(C(=O)[C@H]([C@@H](C)CC)n3cc(CCCCN)nn3)CC2)n1	107	111	-2	102	108	1	110
COc1ccc(F)cc1S(=O)(=O)N1CCN(C(=O)c2ccco2)CC1	101	103	-4	97	104	-4	102
CNC(=O)/C(C#N)=C\c1cc(C)n(-c2ccc(N3CCOCC3)cc2)c1C	100	100	4	97	96	-4	101
CCC(C)N(C(=O)c1csnn1)C(C(=O)NC(C)(C)C)c1ccccc1 (configuration not stated)	98	92	-8	85	89	2	96
Cc1nc2ccccn2c1-c1ccnc(SCc2ccc(Cl)cc2)n1	96	90	5	99	101	8	97
COc1cccc(N2CC(C(=O)Nc3nnc(SCCC4OCCO4)s3)CC2=O)c1 (configuration not stated)	95	96	4	90	86	-2	92
COC(=O)C1C(=O)NCC1c1ccc(C)cc1 (configuration not stated)	94	93	2	100	101	-1	96

# (continued)
SMILES,CIT2-GFP yeast,AGP1 TOR yeast,proCasp3 act,proCasp7 act,LAP4-GFP MLPCN,MEP2 TOR yeast,AHR act,RPL19A TOR yeast
O=C(CSc1ccccc1)Nc1ccc2sccc2c1,100,105,3,9,114,102,2,102
COc1ccc(C(=O)NC2CCCc3c2cnn3-c2ccccc2F)o1 (configuration not stated),99,102,4,-8,91,96,3,100
O=C(Nn1cnnc1)c1cc([N+](=O)[O-])cc([N+](=O)[O-])c1,98,96,-4,9,101,101,6,99
O=C(COC(=O)CCC(=O)c1ccc(F)cc1)NCCc1ccccc1,109,99,0,3,95,106,0,100
COc1ccccc1-c1nc2n(n1)C(c1cccs1)C(C(=O)Nc1cccnc1)=C(C)N2 (configuration not stated),90,103,0,5,108,106,5,103
CC(=O)Nc1ccc(OCC(O)Cn2c(C)nc3ccccc32)cc1 (configuration not stated),101,105,9,10,101,105,3,102
C[C@@H]1C[C@H](Nc2ccccc2)c2ccccc2N1C(=O)c1cccnc1,94,.,6,5,103,110,1,95
O=S(=O)(c1ccc(NC(=S)N/N=C/c2ccc(Oc3ccccc3)cc2)cc1)N1CCOCC1,99,98,9,8,93,99,1,98
COc1ccc(-n2c(SCC(=O)NCc3cccs3)nc3[nH]ncc3c2=O)cc1,94,94,6,2,89,93,3,92
CC(C)c1ccc(NC(=O)Cn2ncc3ccccc32)cc1,93,92,.,.,97,107,.,103

# Part of the list above, showing only CIT2-GFP yeast and proCasp3 act.
molecule | CIT2-GFP yeast | proCasp3 act
Cc1ccc(Sc2cc(C(F)(F)F)nc(N(C)C)n2)cc1 | 104 | -7
CC1CCc2sc3nc(N4CCN(CCO)CC4)n4ncnc4c3c2C1 (configuration not stated) | 87 | -8
COC(=O)C1C(=O)NCC1c1ccc(C)cc1 (configuration not stated) | 94 | 2
Cc1nc2ccccn2c1-c1ccnc(SCc2ccc(Cl)cc2)n1 | 96 | 5
COCCN(C(=O)CSc1nnc(-c2cccc(F)c2)n1N)c1c(N)n(CC(C)C)c(=O)[nH]c1=O | 98 | 2
CCC(=O)Nc1ccc2nc(C)n(Cc3ccccc3Cl)c(=O)c2c1 | 101 | 3
